From PubChem
a7 integrin act: activates integrin-mediated alleviation for muscular dystrophy; alpha7betagal myoblasts, beta-gal FDG fluorescence, 48 h; hit rate 0.064% among 350,000; Potency, µM (highest dose often 38.3 µM), for inactives: top-dose activation, most hits filed as activators;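 also: potency is read from the fitted curve at half-maximal effect; 100% = response of the positive control SU9516; nearly all actives have a fitted effect of over 60% in size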
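Alpha7betagal+/- myoblasts (passage 13) were plated 16-24 hr, then exposed to compounds (1:260 dilution of DMSO stock) for 48 hours at 37C. After MPER lysis, β-galactosidase reporter activity was read as FDG fluorescence (ex 480/em 540) after 30 minutes.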
B2AR arrestin: recruits beta-arrestin to the human beta2-adrenergic receptor; beta-arrestin recruitment to beta2AR, cell-based reporter; Potency, µM (series often up to 46.1 µM), for the others: top-dose activation, most hits filed as activators; hit rate 0.02% among 330,000;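 also: potency is read from the fitted curve at half-maximal effect; 0% = DMSO controls and full agonism = EC100 isoproterenol or metaproterenol; nearly all actives have a fitted effect of over 65% in size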
S-ASM inh: blocks human secretory acid sphingomyelinase; placental ASM, HMU-PC fluorogenic substrate, 60 min; P17405; Potency, µM (top dose mostly 57.5 µM), for the others: at the highest dose activity change, negative = inhibition, hits mostly inhibitors; hit rate 0.006% among 340,000; also: potency is read from the fitted curve at half-maximal effect
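HMU-PC0 cleavage (9 uM final) by human placental ASM, 60 min at 37 °C following 10 min compound exposure at RT; stopped at pH 10, fluorescence Ex 386/Em 447 nm.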
USP2a block: inhibitors of human ubiquitin-specific protease USP2a; USP2 core, Ub-CHOP2 coupled fluorogenic reporter, 485/531; hit rate 0.01% among 330,000; O75604; Potency, µM (titrated, usually from 38.3 µM), without a hit: top-dose activity change, negative = inhibition, actives largely listed as inhibitors;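 also: potency is read from the fitted curve at half-maximal effect; plate controls were DMSO wells for no effect and full inhibition by NEM control for full effect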
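USP2 core (10nM final) preincubated 30min RT with compound in 20mM Tris-HCl pH 8.0, 2mM CaCl2, 2mM beta-mercaptoethanol, 0.05% CHAPS; 25nM Ub-CHOP2 plus 25nM reporter substrate added, fluorescence (Ex485/Em531) read after 60min.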
PTAP TSG101 blk: blocks PTAP/TSG101 interaction to inhibit HIV-1 budding; Q99816; AID 493005; 340,000 tested, under 10 active; Potency, µM (doses to about 115 µM), without a hit: at the highest dose activity change, negative = inhibition, actives largely listed as inhibitors; Fluorescence polarization, FITC-PTAP peptide / Tsg101 binding; active = well fitted inhibition curve with a large enough effect in the main read-out, with a control signal flat, not every such curve was filed as active; inconclusive = small, poorly fitted or top-dose-only effect, or effect the other way, or a change in a side signal; inactive = no such curve, though single readings can be large or run the other way; also: potency is read from the fitted curve at half-maximal effect; % of control where 0% means no effect
Target sequence (Q99816 whole entry, looked up): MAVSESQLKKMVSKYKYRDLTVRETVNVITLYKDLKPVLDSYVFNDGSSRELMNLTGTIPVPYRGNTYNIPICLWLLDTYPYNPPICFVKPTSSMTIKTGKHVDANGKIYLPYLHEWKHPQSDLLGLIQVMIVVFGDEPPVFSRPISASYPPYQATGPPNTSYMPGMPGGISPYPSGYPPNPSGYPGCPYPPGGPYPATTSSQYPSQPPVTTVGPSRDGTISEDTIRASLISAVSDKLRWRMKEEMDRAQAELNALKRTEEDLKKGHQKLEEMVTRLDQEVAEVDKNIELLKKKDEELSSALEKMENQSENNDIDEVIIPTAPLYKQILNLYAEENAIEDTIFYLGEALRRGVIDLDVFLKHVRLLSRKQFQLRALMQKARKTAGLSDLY
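Fluorescence anisotropy tracks displacement of a FITC-tagged PTAP peptide (50 nM) from the Tsg101 binding domain (10 uM), following a 20 min room-temperature incubation at pH 7.5.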
p53 reactivator: restores transcriptional activity of mutant p53. Potency, µM (series often up to 92.2 µM), inactives show at the top dose activity change, positive = activation, actives largely listed as activators. hit rate 0.063% among 320,000. H1299 p53-A138V BP100-luciferase reporter, luminescence, 24 h; also: potency is read from the fitted curve at half-maximal effect; % of control where 0% means no effect; nearly all actives have a fitted effect of over 45% in size
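H1299 (p53-null), stable ts p53-A138V + BP100-Luc; 1000 cells/well, Opti-MEM/10% FBS; cpd 4 pt, 1:5; 24 h, 37 deg C, 5% CO2; detection reagent 10 min RT; luminescence.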
uPA generation: blocks generation of uPA at the cell surface. hit rate 0.31% among 330,000. cell surface uPA generation assay, qHTS. Potency, µM (top dose mostly 38.3 µM), for the others: at the highest dose activity change, negative = inhibition, actives largely listed as inhibitors; active = well fitted inhibition curve with a large enough effect; inconclusive = small, poorly fitted or top-dose-only effect; inactive = no such curve, though single readings can be large or run the other way; tested in mouse RAW 264.7 cells; also: potency is read from the fitted curve at half-maximal effect; % is scaled to controls: 0 for no effect and ±100 for the full control effect; nearly all actives have a fitted effect of over 55% in size
BRCA1 expr act: increases BRCA1 expression. MCF7-BRCA1-FFLuc reporter, luminescence, 48 h; response scale: scaled: vehicle 0%, 10 µM genistein 100%. Potency, µM (top dose mostly 46.1 µM), for inactives: at the top dose activation, most hits filed as activators. hit rate 1.1% among 380,000; also: potency is read from the fitted curve at half-maximal effect; nearly all actives have a fitted effect of over 80% in size; some results filed as inactive show a strong effect at the top dose
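MCF7-BRCA1-FFLuc, 2000 cells/well; 2 h attach, 37 °C/5% CO2; compound 48 h; luciferase substrate 15 min; luminescence end-point. Norm. to genistein 10 microM max activation and DMSO; concentration-response curves fitted.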
TRPV1 ag: agonists of human vanilloid receptor 1 (TRPV1); Q8NER1; TRPV1-expressing cells, Fluo-8 calcium influx, agonist mode; activation, % at 8.33 µM; hit rate 0.19% among 320,000; in the data active = activation above about 80%; inconclusive = between about 30% and that limit; also: 0% is about no effect
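TRPV1-expressing cells were cultured overnight at 35.5C and loaded with Fluo-8 calcium dye for 40 to 90 min at room temperature. After a 10 s baseline, compound was added and calcium influx was read kinetically for 3 min (ex 480/em 520 nm).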
Eya2 phos inh: blocks the phosphatase activity of human Eya2. AID 488837. hit rate 0.006% among 330,000. O00167. recombinant Eya2, OMFP fluorescence dephosphorylation (OMFP is methylfluorescein phosphate). Potency, µM (top dose mostly 76.9 µM), without a hit: top-dose activity, negative = inhibition, hits mostly inhibitors; also: potency is read from the fitted curve at half-maximal effect; % is scaled to controls: 0 for no effect and ±100 for the full control effect
Target sequence (O00167 whole entry, looked up): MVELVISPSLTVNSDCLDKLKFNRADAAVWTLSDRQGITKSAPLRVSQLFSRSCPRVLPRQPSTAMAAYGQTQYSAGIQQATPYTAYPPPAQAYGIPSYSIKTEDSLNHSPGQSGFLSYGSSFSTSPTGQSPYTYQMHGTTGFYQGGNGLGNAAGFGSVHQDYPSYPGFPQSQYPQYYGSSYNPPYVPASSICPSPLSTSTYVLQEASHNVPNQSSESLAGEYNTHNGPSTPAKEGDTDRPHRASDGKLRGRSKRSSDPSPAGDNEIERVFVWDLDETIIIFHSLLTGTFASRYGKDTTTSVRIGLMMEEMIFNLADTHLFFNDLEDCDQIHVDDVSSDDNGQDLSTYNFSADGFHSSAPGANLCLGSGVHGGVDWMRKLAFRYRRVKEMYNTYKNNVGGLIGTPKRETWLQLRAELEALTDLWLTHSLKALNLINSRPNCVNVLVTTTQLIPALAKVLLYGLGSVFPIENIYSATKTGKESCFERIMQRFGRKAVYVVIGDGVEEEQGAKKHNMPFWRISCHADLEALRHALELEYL
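Eya2 (0.2 uM) preincubated 10 min at ambient with compound, then OMFP substrate added at 50 uM; 10 min reaction in 50 mM HEPES pH 7.5, 50 mM NaCl, 5 uM MgCl2, 0.05% BSA, 1 mM DTT. Fluorescence read at Ex 485/Em 525 nm.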
ELG1 genotoxic: induces genotoxicity in HEK293T cells with luciferase-tagged ELG1. Potency, µM (doses to about 46 µM), without a hit: at the top dose activity change, positive = activation, most hits filed as activators. HEK293T ELG1-luciferase reporter, luminescence, 16 h. hit rate 1.3% among 330,000. AID 504466; also: potency is read from the fitted curve at half-maximal effect; % of control where 0% means no effect; nearly all actives have a fitted effect of over 60% in size
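Genotoxic stress is detected as increased luminescence from luciferase-tagged ELG1 in HEK293T cells, measured with ONE-Glo after a 16 hr treatment at 37 °C.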
Starred values were filed as active, the others as inactive; [ ] = dose if it differs, or a comment. Unless noted, calls follow the shape of the dose curve; as a rule, active = well fitted curve in the direction sought with a large enough effect; inconclusive = small, poorly fitted or top-dose-only effect, or another doubt; inactive = no such curve, though single readings can be large; an effect the other way counts as inactive or inconclusive. Rows were taken by chance; any-hit rate near 2.6%.

Results for COC(=O)c1sccc1NC(=O)c1ccc(C#N)cc1 ?
a7 integrin act: 13%; B2AR arrestin: 0.5%; S-ASM inh: 2%; USP2a block: 1%; PTAP TSG101 blk: -3%; p53 reactivator: -3%; uPA generation: -62%; BRCA1 expr act: -55%; TRPV1 ag: 1; Eya2 phos inh: 22%; ELG1 genotoxic: 0%

How did Cc1c(C(=O)N2CCCC2)oc2c1-c1nn(CC(=O)NCCCN3CCCCC3C)cc1CC2 (stereo not given) do in these assays?
a7 integrin act: -8%; B2AR arrestin: -0.2%; S-ASM inh: 6%; USP2a block: 6%; PTAP TSG101 blk: -7%; p53 reactivator: 1%; uPA generation: -3%; BRCA1 expr act: 22%; TRPV1 ag: -7; Eya2 phos inh: 3%; ELG1 genotoxic: 0%[9.26 µM]

Results for COc1cccc(CN2CCNC(=O)C2CC(=O)NCCn2cccn2)c1OC (stereo not given) ?
a7 integrin act: -15%; B2AR arrestin: -0.3%; S-ASM inh: 7%; USP2a block: -1%; PTAP TSG101 blk: -6%; p53 reactivator: 4%; uPA generation: 12%; BRCA1 expr act: 1%; TRPV1 ag: 1; Eya2 phos inh: 1%; ELG1 genotoxic: -2%

What do the screens show for `Cc1c(NC(=O)c2ccccc2N)cccc1C(=O)O`?
a7 integrin act: -9%; B2AR arrestin: -1.0%; S-ASM inh: 7%; USP2a block: 3%; PTAP TSG101 blk: -5%; p53 reactivator: 7%; uPA generation: 1%; BRCA1 expr act: inconclusive; TRPV1 ag: 0; Eya2 phos inh: 22%; ELG1 genotoxic: inconclusive

What do the screens show for `O=C(NCc1ccccc1Cl)c1cc(=O)[nH]c2ccccc12`?
a7 integrin act: 10%; B2AR arrestin: 0.3%; S-ASM inh: 8%; USP2a block: 1%; PTAP TSG101 blk: 3%; p53 reactivator: -5%; uPA generation: 0%; BRCA1 expr act: -4%; TRPV1 ag: 0; Eya2 phos inh: 0%; ELG1 genotoxic: 14%

What do the screens show for `Nc1ccc2nn(-c3cccc4ccccc34)nc2c1`?
a7 integrin act: -33%; B2AR arrestin: -0.4%; S-ASM inh: 289%[activator]; USP2a block: -1%; PTAP TSG101 blk: -9%; p53 reactivator: -5%; uPA generation: -2%; BRCA1 expr act: -38%; TRPV1 ag: 0; Eya2 phos inh: -22%; ELG1 genotoxic: 7%

Results for COc1ccc(S(=O)(=O)N2CCC(C(=O)Nc3cccc(C(C)=O)c3)CC2)cc1 ?
a7 integrin act: 23%; B2AR arrestin: -0.3%; S-ASM inh: -2%; USP2a block: 2%; PTAP TSG101 blk: -5%; p53 reactivator: -7%; uPA generation: 2%; BRCA1 expr act: -28%; TRPV1 ag: 10; Eya2 phos inh: -11%; ELG1 genotoxic: -3%

What do the screens show for `COC(=O)c1ccc(C(=O)OC)c(NC(=O)c2cnc3n(c2=O)CCS3)c1`?
a7 integrin act: 12%; B2AR arrestin: 0.0%; S-ASM inh: 153%[activator]; USP2a block: 1%; PTAP TSG101 blk: -4%; p53 reactivator: 3%; BRCA1 expr act: 5%; TRPV1 ag: -4; Eya2 phos inh: -16%; ELG1 genotoxic: 1%

Results for CCOC(=O)c1[nH]c(C)c(C(=O)NCCN2CCOCC2)c1C ?
a7 integrin act: inconclusive; B2AR arrestin: -0.9%; S-ASM inh: 0%; USP2a block: -1%; PTAP TSG101 blk: 2%; p53 reactivator: 2%; uPA generation: -1%; BRCA1 expr act: 2%; TRPV1 ag: 0; Eya2 phos inh: -14%; ELG1 genotoxic: 1%

What do the screens show for `Cc1ccc(NS(=O)(=O)c2ccc3[nH]c(=O)oc3c2)cc1Cl`?
a7 integrin act: 14%; B2AR arrestin: 0.0%; S-ASM inh: -14%; USP2a block: 0%; PTAP TSG101 blk: -2%; p53 reactivator: 7%; uPA generation: 3%; BRCA1 expr act: -1%; TRPV1 ag: 6; Eya2 phos inh: 27%; ELG1 genotoxic: 0%

The closing 2 entries of the section before lead into the next:
Results for CCOC(=O)c1[nH]c(C)c(C(=O)NCCN2CCOCC2)c1C ?
a7 integrin act: inconclusive; B2AR arrestin: -0.9%; S-ASM inh: 0%; USP2a block: -1%; PTAP TSG101 blk: 2%; p53 reactivator: 2%; uPA generation: -1%; BRCA1 expr act: 2%; TRPV1 ag: 0; Eya2 phos inh: -14%; ELG1 genotoxic: 1%

What do the screens show for `Cc1ccc(NS(=O)(=O)c2ccc3[nH]c(=O)oc3c2)cc1Cl`?
a7 integrin act: 14%; B2AR arrestin: 0.0%; S-ASM inh: -14%; USP2a block: 0%; PTAP TSG101 blk: -2%; p53 reactivator: 7%; uPA generation: 3%; BRCA1 expr act: -1%; TRPV1 ag: 6; Eya2 phos inh: 27%; ELG1 genotoxic: 0%

What do the screens show for `Cc1ccccc1NC(=O)OCc1cccnc1Oc1ccc(Cl)cc1`?
a7 integrin act: -17%; B2AR arrestin: 0.2%; S-ASM inh: -9%; USP2a block: -3%; PTAP TSG101 blk: 0%; p53 reactivator: -4%; uPA generation: 1%; BRCA1 expr act: -35%; TRPV1 ag: 11; Eya2 phos inh: -7%; ELG1 genotoxic: -4%

Results for COc1ccc(NC(=O)C2C3CCC(C3)C2C(=O)O)cc1OC (stereo not given) ?
a7 integrin act: -15%; B2AR arrestin: -0.1%; S-ASM inh: 2%; USP2a block: 1%; PTAP TSG101 blk: -10%; p53 reactivator: -1%; uPA generation: 10%; BRCA1 expr act: -22%; TRPV1 ag: 3; Eya2 phos inh: 11%; ELG1 genotoxic: -1%

Results for CCOc1ccccc1NC(=O)C1CCC(CNc2c(N3CCOCC3)c(=O)c2=O)CC1 (stereo not given) ?
a7 integrin act: 0%; B2AR arrestin: -0.1%; S-ASM inh: 8%; USP2a block: 2%; PTAP TSG101 blk: -6%; p53 reactivator: -9%; uPA generation: 7%; BRCA1 expr act: 19%; TRPV1 ag: 6; Eya2 phos inh: -5%; ELG1 genotoxic: 4%

How did Cc1ccc(-c2nc3ccccc3s2)cc1S(=O)(=O)N1CCCC1 do in these assays?
a7 integrin act: -28%; B2AR arrestin: 0.3%; S-ASM inh: -6%; USP2a block: 2%; PTAP TSG101 blk: -4%; p53 reactivator: 21%; uPA generation: -4%; BRCA1 expr act: 0%; TRPV1 ag: 12; Eya2 phos inh: 0%; ELG1 genotoxic: 9%

What do the screens show for `COc1ccc(C2Nc3ccccc3C(=O)N2NC(C)=O)cc1OC` (stereo not given)?
a7 integrin act: -11%; B2AR arrestin: 0.4%; S-ASM inh: 215%[activator]; USP2a block: 0%; PTAP TSG101 blk: 0%; p53 reactivator: -2%; uPA generation: 9%; BRCA1 expr act: 0%; TRPV1 ag: 2; Eya2 phos inh: -5%; ELG1 genotoxic: 0%

What do the screens show for `CC(C)(C)NC(=O)C1c2ccccc2Oc2ccccc21`?
a7 integrin act: inconclusive; B2AR arrestin: -1.1%; S-ASM inh: -2%; USP2a block: -2%; PTAP TSG101 blk: 2%; uPA generation: -8%; BRCA1 expr act: -4%; TRPV1 ag: 1; Eya2 phos inh: -2%; ELG1 genotoxic: 0%

How did COc1ccc(CCNC(=O)c2cc(-c3ccc(C)cc3O)n[nH]2)cc1OC do in these assays?
a7 integrin act: -7%; B2AR arrestin: -0.3%; S-ASM inh: 1%; USP2a block: 2%; PTAP TSG101 blk: 0%; p53 reactivator: -3%; uPA generation: -12%; BRCA1 expr act: -35%; TRPV1 ag: 11; Eya2 phos inh: 1%; ELG1 genotoxic: -9%

Results for O=C(O)C(Cc1ccccc1-c1ccccc1)C(=O)O ?
a7 integrin act: -18%; B2AR arrestin: -0.5%; S-ASM inh: -2%; USP2a block: -7%; PTAP TSG101 blk: -5%; p53 reactivator: 7%; uPA generation: 2%; BRCA1 expr act: 10%; TRPV1 ag: -7; Eya2 phos inh: 14%; ELG1 genotoxic: -1%

How did Cc1ccc(OCC(=O)N/N=C\c2ccc(O)c([N+](=O)[O-])c2)c([N+](=O)[O-])c1 do in these assays?
a7 integrin act: 7%; B2AR arrestin: 0.1%; S-ASM inh: 0%; USP2a block: 12%; PTAP TSG101 blk: -1%; p53 reactivator: 2%; uPA generation: -3%; BRCA1 expr act: -10%; TRPV1 ag: 4; Eya2 phos inh: 10%; ELG1 genotoxic: 1%

Results for COc1ccc(NC(=O)N2CCCC2C(=O)Nc2cccc(C)c2C)cc1 (stereo not given) ?
a7 integrin act: 11%; B2AR arrestin: -1.1%; S-ASM inh: -2%; USP2a block: 0%; PTAP TSG101 blk: -5%; p53 reactivator: 1%; uPA generation: 6%; BRCA1 expr act: 12%; TRPV1 ag: 3; Eya2 phos inh: 0%; ELG1 genotoxic: -2%
